Screens (PubChem BioAssay)
Mtb RmlCD inh: M. tuberculosis RmlC/RmlD coupled enzyme inhibitors, primary screen, biochemical, compound mixtures, 384-well, from 1536-well plates. hit rate 0.03% among 160,000. RmlC+RmlD coupled enzyme assay, percent inhibition; primary screen in compound mixtures. inhibition, % at 3.6 µM. dTDP-4-dehydrorhamnose reductase (Mycobacterium tuberculosis (strain ATCC 25618 / H37Rv)) …; in the data active means inhibition mostly above about 34%, no sharp cut-off; inconclusive means no clear call, values can overlap the other calls; inactive means mostly below about 22%; further: some results filed as inactive read as strong as hits
Target sequence (P9WH09 whole entry, looked up): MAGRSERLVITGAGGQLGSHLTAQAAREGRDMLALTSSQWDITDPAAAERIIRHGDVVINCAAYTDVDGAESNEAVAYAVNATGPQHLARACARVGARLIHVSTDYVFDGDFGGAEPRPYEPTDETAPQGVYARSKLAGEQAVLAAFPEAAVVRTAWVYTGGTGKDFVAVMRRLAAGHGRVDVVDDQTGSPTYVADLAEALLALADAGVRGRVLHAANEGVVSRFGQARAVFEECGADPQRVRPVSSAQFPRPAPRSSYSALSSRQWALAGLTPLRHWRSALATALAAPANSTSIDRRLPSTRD
Target sequence (P9WH11 whole entry, looked up): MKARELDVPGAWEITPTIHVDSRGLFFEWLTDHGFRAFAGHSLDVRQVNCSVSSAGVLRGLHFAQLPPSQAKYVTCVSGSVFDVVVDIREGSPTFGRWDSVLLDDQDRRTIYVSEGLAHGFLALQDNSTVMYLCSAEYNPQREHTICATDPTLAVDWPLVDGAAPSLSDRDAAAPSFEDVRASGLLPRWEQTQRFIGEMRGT
GlmU inhibition: inhibition of mycobacterial GlmU enzyme – biochemical, glucosamine-1-phosphate acetyltransferase (AID 1376); Bifunctional protein GlmU (Mycobacterium tuberculosis (strain ATCC 25618 / H37Rv)); M. tuberculosis GlmU acetyltransferase enzyme assay; higher % means a stronger effect; one-dose inhibition, %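 (tested at 30 µM in the primary screen)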; IC50 in µM for titrated hits; hit rate 0.25% among 220,000; in the data active means inhibition above about 13%; inconclusive means no clear call, values can overlap the other calls;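 further: 0% = complete reaction with vehicle and 100% = reaction without substrate; strong numbers were not always called active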
* marks the source's active call; other numbers are inactive results; ? = inconclusive; . = no result given. Not all compounds are listed, so the mix of outcomes need not match the whole.

smiles | Mtb RmlCD inh | GlmU inhibition
COC(=O)c1ccccc1NC(=O)CSc1nnc(-c2cccc(NC(C)=O)c2)n1C | . | 7.7%
CCCCSCCCNC(=O)Nc1cccc(OC)c1 | -1 | -0.9%
COc1cc(NC(=S)N2CCCC(C)C2)cc(OC)c1OC (configuration not stated) | -31 | 4.9%
CCOC(=O)c1cnc(C(C)(C)C)[nH]c1=O | 3 | -1.1%
CC1(C)CC(=O)C=C(N2CCNCC2)C1 | . | -7.4%
Cn1nnnc1SCC(=O)Nc1ccccc1-c1ccccc1 | -4 | -7.5%
O=C(O)c1ccc2nc(C(F)(F)F)[nH]c2c1 | 1 | 0.7%
Cc1ccc2nc(Cl)c(CN(Cc3cccs3)C(=O)C3CC3)cc2c1 | 9 | -2.6%
N#Cc1c2n(c3c(=O)[nH]cnc13)CCCC2 | . | 1.4%
O=C(CCC(=O)NC1CCCCC1)N/N=C/c1ccncc1 | 9 | -1.5%
C=CCNC(=O)/C(C#N)=C/c1cc(Br)ccc1OC | . | 3.0%
CC(=O)O[C@H]1CC[C@]2(C)[C@H]3CC=C4[C@@H]5[C@@H](C)[C@H](C)CC[C@]5(C(=O)O)CC[C@@]4(C)[C@]3(C)CC[C@H]2C1(C)C | 2 | 1.9%
COc1ccc2c(c1)C=C([C@@H]1C[C@H]3CN(c4ccccc4)C(=O)[C@]34CCCN14)CO2 | . | 0.5%
CCNc1nc(ON=C(C)C)nc(N(C)C)n1 | 3 | 1.4%
CN(C(=O)CCc1nc(-c2ccccc2F)no1)c1ccccc1 | 15 | 2.4%
CC(=O)N1CCc2cc(S(=O)(=O)CCC(=O)Nc3cccc(F)c3)ccc21 | . | 1.5%
CCOC(=O)CC(NC(=O)c1ccco1)c1ccccc1Cl (configuration not stated) | 0 | -1.9%
Cc1ccc(C2CC2C(=O)NNC(=S)Nc2ccc(Cl)cc2)cc1 (configuration not stated) | . | -3.4%
CC(Nc1nc(-c2ccc(Cl)cc2)cs1)c1nc2cc(Cl)c(N3CCCCC3)cc2n1CCOCCO (configuration not stated) | . | 1.4%
NC12CC3CC(C1)CC(CC(=O)O)(C3)C2 | 9 | -4.7%
O=C(CC1Oc2ccccc2NC1=O)NCCCN1CCN(C2CCCCC2)CC1 (configuration not stated) | . | 3.4%
O=C(CCSc1nnnn1-c1ccccc1)N1CCOCC1 | 8 | 2.6%
O=[n+]1cc(-c2cc3ccccc3o2)n([O-])c2c1CCCC2 | . | -1.6%
COc1ccccc1NC(=O)CCC(=O)N(Cc1ccc(OC)c(OC)c1)c1nccs1 | . | -2.2%
O=C(N/N=C/C=C/c1ccccc1)NC1CCCCC1 | -13 | 0.6%
COc1ccccc1NC(=O)CCCC(=O)OCC(F)(F)C(F)F | . | 7.1%
CCOC(=O)CSc1nc(-c2ccccc2)nc2c1oc1ccccc12 | -10 | -0.1%
COc1cc2c(cc1NC(=O)COc1ccccc1OC)oc1ccccc12 | -13 | -3.2%
Fc1ccc2nc(Nc3ccccc3)sc2c1 | -10 | 5.3%
COc1ccccc1C(=O)Nc1ccc(N2CCCCC2)cc1 | 5 | -3.9%
NC(=S)N/N=C/c1cn(-c2ccccc2)nc1-c1cccnc1 | 8 | -4.8%
CCC(C)NCCCCOc1ccc(Cl)cc1C (configuration not stated) | . | -1.1%
Cc1cc(/C([O-])=C(/C(=S)Nc2ccc(F)cc2)[n+]2ccccc2)c(C)n1Cc1ccccc1Cl | 6 | -1.9%
CC(NS(=O)(=O)c1ccccc1)C(=O)NCCc1ccccn1 (configuration not stated) | -10 | -3.9%
O=C(ON=C1CCN(S(=O)(=O)c2ccccc2)CC1)c1ccccc1 | 14 | 1.8%
CC(=O)c1c(C)n(Cc2ccccc2)c2ccc(O)cc12 | 20 | -2.4%
COc1ccc(C(=O)NCCc2nnc(SCC(=O)Nc3ccccc3)n2C)cc1 | -1 | -0.4%
CC1(C)CC(=O)c2sc(NC(=O)c3ccco3)nc2C1 | . | 3.2%
O=C(Nc1ccc2c(c1)C(=O)N(CC1CCCO1)C2=O)c1cccc(Br)c1 (configuration not stated) | . | 2.7%
Cc1ccc(S(=O)(=O)N2CCCN(S(=O)(=O)c3ccc4c(c3)OCCO4)CC2)cc1 | 15 | -2.9%
COc1ccccc1S(=O)(=O)Cc1ccc(C(=O)N2CCN(c3ccc(C)cc3)C(C)C2)o1 (configuration not stated) | 6 | -6.4%
CCCN1C(=O)S/C(=C\c2ccc(N3CCOCC3)o2)C1=O | -4 | -3.8%
O=C(CN1CCN(C(=O)c2ccco2)CC1)Nc1ccccc1-c1ccccc1 | 13 | 2.2%
N=C1/C(=C/c2cccs2)C(=O)N=C2SN=C(SCc3ccccc3)N12 | . | 5.0%
COc1ccc(Nc2ncnc3c2cnn3Cc2ccccc2)cc1OC | . | 6.9%
COC(=O)COc1ccc(S(=O)(=O)Nc2ccc(C(N)=O)cc2)cc1Cl | 35 | 4.7%
Cc1nnc(Nc2ccc(C(=O)N3CCOCC3)cc2)c2ccccc12 | 47 | 1.1%
O=C(c1sc2cc([N+](=O)[O-])ccc2c1Cl)N1CCOCC1 | 18 | -10%
COC(=O)C(CCSC)NS(=O)(=O)c1ccc(Cl)cc1 (configuration not stated) | -6 | -3.4%
Cc1sc(-n2c(C)cc(C=C3C(=O)NC(=O)NC3=O)c2C)c(C#N)c1C | . | -3.8%
CCSc1nc2c(c(=O)[nH]c(=O)n2C)n1Cc1ccc(Cl)cc1 | 21 | 1.0%
O=C(CCN1CCN(CCO)CC1)Nc1ccc(C2CCCC2)cc1 | 12 | -5.8%
COc1ccc(-c2ccn(-c3cccc(F)n3)n2)cc1 | -10 | 3.1%
O=C(c1cc(-c2ccccn2)nc2ccc(Br)cc12)N1CCc2ccccc2C1 | 9 | .
Cc1cc2c(c(=O)n1CCN(C)C)C(c1ccccc1Br)C(C#N)=C(N)O2 (configuration not stated) | . | 2.8%
CCOC(=O)C1CCCN(C(=O)CNS(=O)(=O)c2ccc(Br)s2)C1 (configuration not stated) | 6 | 5.9%
Cc1cc2nc(-c3ccco3)cc(C(F)(F)F)n2n1 | -9 | -4.2%
CCn1c2ccccc2c2cc(NC(=O)COC(=O)C3CCC(=O)N3)ccc21 (configuration not stated) | 13 | 1.8%
CNC(=O)COC(=O)c1[nH]c(C)c(C(C)=O)c1C | 18 | -1.2%
O=C(CC(c1ccccc1)c1ccccc1O)NCc1ccco1 (configuration not stated) | . | 2.8%

Gathered by group: the entries above with a thiophene ring, fused or not (5)
smiles | Mtb RmlCD inh | GlmU inhibition
Cc1ccc2nc(Cl)c(CN(Cc3cccs3)C(=O)C3CC3)cc2c1 | 9 | -2.6%
N=C1/C(=C/c2cccs2)C(=O)N=C2SN=C(SCc3ccccc3)N12 | . | 5.0%
O=C(c1sc2cc([N+](=O)[O-])ccc2c1Cl)N1CCOCC1 | 18 | -10%
Cc1sc(-n2c(C)cc(C=C3C(=O)NC(=O)NC3=O)c2C)c(C#N)c1C | . | -3.8%
CCOC(=O)C1CCCN(C(=O)CNS(=O)(=O)c2ccc(Br)s2)C1 (configuration not stated) | 6 | 5.9%

Given with values under each structure: three of the compounds above
Each structure is followed by: Mtb RmlCD inh | GlmU inhibition
O=C(ON=C1CCN(S(=O)(=O)c2ccccc2)CC1)c1ccccc1
    14 | 1.8%
CC(=O)c1c(C)n(Cc2ccccc2)c2ccc(O)cc12
    20 | -2.4%
COc1ccc(C(=O)NCCc2nnc(SCC(=O)Nc3ccccc3)n2C)cc1
    -1 | -0.4%

Continuation:
smiles | Mtb RmlCD inh | GlmU inhibition
CC(NC(=O)c1cc(COc2ccc3ncccc3c2)on1)c1ccc(F)cc1 (configuration not stated) | 2 | 3.7%
Cc1ccc(S(=O)(=O)NCC(=O)N(CC(=O)NCC2CCCO2)C2CCCC2)cc1 (configuration not stated) | 15 | -7.2%
O=C(CN1C(=O)CCS(=O)(=O)c2ccccc21)NCc1ccccc1 | 7 | -2.9%
COc1ccccc1N(CC(=O)Nc1c(C)n(C)n(-c2ccccc2)c1=O)S(=O)(=O)c1ccc(C)cc1 | -9 | 1.8%
CNc1nc(SCc2ccccc2)nc(N2CCOCC2)n1 | . | 1.7%
CC1CCCC(n2c(=S)[nH]c3ccccc3c2=O)C1C (configuration not stated) | 13 | -0.1%
COc1ccc(S(=O)(=O)C(C#N)c2nc3ccccc3nc2N2CCCCC2)cc1 (configuration not stated) | . | 8.7%
O=P(c1cccs1)(c1cccs1)c1cccs1 | . | 8.2%
CC(NC(=O)c1ccnn1C)C1CCCO1 (configuration not stated) | -9 | 0.5%
COc1ccc(/C=N/NC(=O)c2cccc(NC(=O)c3ccc(Cl)cc3)c2)c(OC)c1 | . | 7.6%
COc1ccc(C2C(C(C)=O)=C(Nc3ccccc3)CC(C)(O)C2C(C)=O)cc1OC (configuration not stated) | . | -1.9%
CCOC(=O)c1c(C)[nH]c(C(=O)COC(=O)CCS(=O)(=O)c2ccc(C)cc2)c1C | 8 | 0.0%
Cc1ccc(CN(Cc2ccccc2)C(=S)NCC(=O)N2CCC3(CC2)OCCO3)o1 | -5 | 6.7%
COc1ccccc1Nc1nc2ccccc2[nH]1 | -3 | -2.1%
CCc1nnc(NC(=O)c2cc(-c3ccccn3)nc3ccccc23)s1 | 11 | -0.8%
COCCn1c(SCC(=O)c2ccccc2)nc2c(c1=O)SC(C)C2 (configuration not stated) | . | 0.5%
COc1ccc(C(=O)NC(Cc2ccc(OC(=O)c3ccc(OC)cc3)cc2)C(=O)O)cc1 (configuration not stated) | -13 | 7.7%
Cc1cc(Cl)ccc1NC(=S)Nc1ccccn1 | 3 | 6.0%
CCOC(=O)CN1C(=O)C(O)(CC(=O)c2ccco2)c2ccccc21 (configuration not stated) | . | -3.1%
CCOC(=O)N1CCN(c2c(NCCc3ccc(OCC)c(OCC)c3)c(=O)c2=O)CC1 | ? | 4.3%
COc1cccc2cc(C(=O)Oc3ccc(NC(C)=O)cc3)c(=O)oc12 | -5 | 1.2%
COc1ccc(C(=O)NCc2nnc(SCC(=O)Nc3nc4ccccc4s3)o2)cc1 | 2 | -0.5%
Cc1cc(C)c2cc(CN(CCCN(C)C)C(=S)NCc3ccccc3)c(=O)[nH]c2c1 | . | 2.5%
Cc1nn(Cc2ccc(F)cc2)c2sc(C(=O)Nc3ccc(N4CCOCC4)cc3N3CCOCC3)cc12 | -3 | 2.7%
O=S(=O)(c1ccccc1)c1ccc(NCc2ccco2)cc1 | . | 1.1%
CC1(C)Cc2nc3nc(SCC(=O)NCCc4ccccc4)n(-c4ccccc4)c(=O)c3cc2CO1 | 5 | -6.9%
O=C(N/N=C/c1ccccc1Br)C1CC1 | 3 | -8.2%
COc1cccc2cc(C(=O)N3CCN(C/C=C/c4ccccc4)CC3)c(=O)oc12 | . | -3.7%
O=C1C2C3C=CC(C3)C2C(=O)N1CC1CCCO1 (configuration not stated) | 10 | 2.3%
Cc1cc(=O)oc2ccc(OCC(=O)O)cc12 | -1 | 5.9%
CCN(CCn1cccn1)Cc1ccccc1OCC(O)CN1CCc2ccccc2C1 (configuration not stated) | -12 | 0.3%
N#C/C=C1\n2c(nc3ccccc32)OC12CCCCC2 | 6 | 8.4%
COc1ccc(C(=O)O/N=C(\C)c2ccccc2)cc1 | 31 | -3.6%
CN(C)CCCN(C(=O)C1COc2ccccc2O1)c1nc2ccc(F)cc2s1 (configuration not stated) | 7 | 1.1%
Cc1ccc(S(=O)(=O)NC(=O)Nc2cc(C(C)(C)C)on2)cc1 | 21 | -4.2%
Cc1cc(C)c(S(=O)(=O)c2ccccc2C)c(Cl)n1 | 0 | -3.6%
Cc1cccc(CN2CCN(c3ccc(Cl)cc3)CC2)c1 | 3 | -1.1%
CCCC1=NN2C(=N)/C(=C\c3cc(C)n(Cc4ccccc4)c3C)C(=O)N=C2S1 | 3 | 1.1%
C=CCn1c(-c2sccc2C)n[nH]c1=S | 0 | 1.6%
C=CCN1C(=O)C(O)(CC(=O)c2ccco2)c2cc(Br)ccc21 (configuration not stated) | -13 | -0.5%
O=C(O)c1ccc(Nc2ncnc3c2cnn3Cc2ccccc2)cc1 | -9 | 4.2%
Cc1ccc(NC(=S)NCC2CCCO2)c(OC(F)F)c1 (configuration not stated) | -6 | -3.8%
CC(C)OC(=O)CC1C(=O)NCCN1C(=S)NC(=O)CCc1ccccc1 (configuration not stated) | 13 | -2.0%
CC(=O)Nc1ccc(/C(C)=N/NC(=O)c2ccc(CN3CCOCC3)cc2)cc1 | 1 | 6.1%
Oc1cccc(C=NCc2ccccc2)c1O | -8 | -0.7%
COc1ccc(NC2=NCC(=O)N2c2ccccc2F)cc1 | . | -1.3%
CC(C)OC(=O)/C(=C\c1ccc2c(c1)c1ccccc1n2C)NC(=O)c1ccccc1 | . | -2.6%
COc1cccc(/C=C2\SC(=O)N(CCC(=O)NNC(=O)c3ccccc3Cl)C2=O)c1 | . | 1.2%
OCCC1CN(Cc2cc(F)ccc2-n2cccn2)CCN1C1CCCC1 (configuration not stated) | 4 | -4.6%
CN=c1scc(C)n1/N=C/c1cc(Br)c(O)c(OC)c1 | -4 | 3.4%

3 entries from above, set out differently:
Each structure is followed by: Mtb RmlCD inh	GlmU inhibition
> CC(C)OC(=O)CC1C(=O)NCCN1C(=S)NC(=O)CCc1ccccc1 (configuration not stated)
  13	-2.0%
> CC(=O)Nc1ccc(/C(C)=N/NC(=O)c2ccc(CN3CCOCC3)cc2)cc1
  1	6.1%
> Oc1cccc(C=NCc2ccccc2)c1O
  -8	-0.7%
